IL2 activator: activates IL-2 in a cell-based reporter assay; IL-2 activation reporter assay, cell-based qHTS; stimulated with anti-CD3/CD4/CD28 beads; in transgenic mouse T cells; activation, % (series mostly up to about 46 µM); 0.065% of 360,000 active; AID 652025; in the data active = activation above about 50%; inconclusive = mostly about 30% to 49%; note: 0% is about no effect
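Unstimulated transgenic mouse T cells preincubated 60 min with compound, then stimulated with anti-CD3/anti-CD4-coated beads plus anti-CD28 for 18 h at 37 degrees C. IL-2 response read as EGFP and DsRed fluorescence by plate cytometry.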
WRN inhibitor: WRN helicase (human) inhibition; Q14191; WRN helicase unwinding, fluorescent forked duplex, kinetic; Potency, µM (series often up to 114 µM), for inactives: top-dose activity change, negative = inhibition, most hits filed as inhibitors; 0.46% of 360,000 active; note: potency is the fitted concentration of half-maximal effect; % is set by controls: 0 for no effect and ±100 for the full control effect; nearly all actives have a fitted effect of over 55% in size
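Enzyme (20 nM final) and test compound sit together 15 min at room temperature before substrate addition. Substrate is a single-forked duplex oligonucleotide (100 nM) labelled with fluorophore and quencher, with 2 mM ATP; helicase unwinding raises red fluorescence, read kinetically.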
CCT modulator: cytosolic chaperonin activity modulation. purified chaperonin ATPase assay, HTRF ADP detection, 30 min. activity change, % (concentration not given with the values), hits read low. 0.3% of 360,000 active. AID 651819; in the data active = activity change below about -30%; note: % is set by controls: 0 for no effect and ±100 for the full control effect
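ATPase activity: ADP formed was measured by HTRF Transcreener (665/615 nm ratio) after 30 min at 37 deg C with 10 uM ATP. Compounds screened at one 76 uM concentration against 40 or 20 nM TRiC in Tris pH 7.4/KCl/MgCl2/DTT buffer.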
EPAC2 agonist: EPAC2 (human) agonism; EPAC2 activation, biochemical qHTS; response scale: 100% = 6.5 mM cAMP response; Potency, µM (doses to about 154 µM), without a hit: at the top dose activation, usual class: activators; 0.079% of 360,000 active; note: potency is the fitted concentration of half-maximal effect; nearly all actives have a fitted effect of over 50% in size
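Compounds were added across a concentration range to EPAC2 (100 nM), RAP1B-BODIPY-GDP (250 nM) and GDP (50 uM). After 5 min at room temperature, fluorescence was recorded at 5-min intervals for 30 min.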
EPAC1 antag: EPAC1 (human) antagonism; AID 720709; Potency, µM (series often up to 115 µM), inactives show at the highest dose activity change, negative = inhibition, actives largely listed as inhibitors; 0.14% of 360,000 active; EPAC1 GEF assay, Rap1b-BODIPY-GDP exchange fluorescence;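 note: potency is the fitted concentration of half-maximal effect; plate controls were vehicle for no effect and positive control for full effect; nearly all actives have a fitted effect of over 50% in size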
Target sequence (O95398 whole entry, looked up): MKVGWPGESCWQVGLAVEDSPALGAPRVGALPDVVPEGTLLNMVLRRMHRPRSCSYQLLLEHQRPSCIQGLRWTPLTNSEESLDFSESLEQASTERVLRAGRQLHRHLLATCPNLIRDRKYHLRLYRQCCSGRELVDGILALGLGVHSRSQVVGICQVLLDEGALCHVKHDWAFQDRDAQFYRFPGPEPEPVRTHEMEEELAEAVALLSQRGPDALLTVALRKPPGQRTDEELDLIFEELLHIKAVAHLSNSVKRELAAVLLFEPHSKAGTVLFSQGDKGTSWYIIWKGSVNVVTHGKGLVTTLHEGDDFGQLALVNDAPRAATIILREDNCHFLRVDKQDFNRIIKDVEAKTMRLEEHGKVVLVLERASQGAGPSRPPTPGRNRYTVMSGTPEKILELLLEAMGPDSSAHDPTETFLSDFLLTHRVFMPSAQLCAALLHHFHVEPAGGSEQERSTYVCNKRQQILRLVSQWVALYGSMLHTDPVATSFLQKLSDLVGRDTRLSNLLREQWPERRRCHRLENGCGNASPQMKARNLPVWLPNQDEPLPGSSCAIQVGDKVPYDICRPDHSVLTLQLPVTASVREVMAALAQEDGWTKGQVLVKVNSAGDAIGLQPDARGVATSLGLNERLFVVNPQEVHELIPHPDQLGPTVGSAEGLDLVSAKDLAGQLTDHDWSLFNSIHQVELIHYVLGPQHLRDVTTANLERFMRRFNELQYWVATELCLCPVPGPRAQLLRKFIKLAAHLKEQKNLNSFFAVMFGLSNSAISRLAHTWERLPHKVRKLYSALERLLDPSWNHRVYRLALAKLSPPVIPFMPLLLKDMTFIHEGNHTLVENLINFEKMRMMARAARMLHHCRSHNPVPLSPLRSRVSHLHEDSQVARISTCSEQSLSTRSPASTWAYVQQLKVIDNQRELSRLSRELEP
PLK1 PBD block: inhibitors of human PLK1 polo-box domain binding; Potency, µM, for the others: max response, negative = inhibition, hits mostly inhibitors; 2.8% of 360,000 active; Plk1 PBD binding of FITC phosphopeptide, fluorescence polarization; P53350; note: potency is the fitted concentration of half-maximal effect; series mostly up to about 57 µM; % is set by controls: 0 for no effect and ±100 for the full control effect; nearly all actives have a fitted effect of over 65% in size
EPAC1 ag: agonists of human EPAC1. Potency, µM (doses to about 154 µM), for inactives: top-dose activation, hits mostly activators. O95398. EPAC1 agonist qHTS, biochemical assay; response scale: 100% = response to 6.5 mM cAMP. 0.073% of 360,000 active. AID 720707; note: potency is the fitted concentration of half-maximal effect; nearly all actives have a fitted effect of over 60% in size
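Compounds were pinned as a concentration titration into mixtures of EPAC1 (100 nM), BODIPY-GDP-loaded Rap1B (250 nM) and GDP (50 uM). After 5 min at room temperature, fluorescence was followed for 30 min; activity was scaled to 6.5 mM cAMP.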
PI5P4Ka inh: blocks human PI5P4K alpha kinase activity; max response, %; AID 652105; PI5P4Kalpha enzyme, ADP-Glo luminescence, 60 min; stronger effect = lower value; P48426; 1.2% of 330,000 active; active = max response of -50% or lower; inconclusive = between -30% and -50%; inactive = -30% or higher; note: value at the top dose of about 77 µM; % is set by controls: 0 for no effect and ±100 for the full control effect
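Enzyme plus substrate dispensed, test compounds pinned in, then ATP (5 microM final) added. After 60 min at RT, ADP-Glo reagent 1 for 45 min and reagent 2 for 30 min preceded luminescence imaging.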
Numbers without * were called inactive; u = inconclusive; x = not tested or not shown; [ ] = remark or other dose. Unless noted, calls come from the whole dose curve; as a rule, active = well fitted curve in the direction sought with a large enough effect; inconclusive = small, poorly fitted or top-dose-only effect, or another doubt; inactive = no such curve, though single readings can be large; an effect the other way counts as inactive or inconclusive.

SMILES | IL2 activator | WRN inhibitor | CCT modulator | EPAC2 agonist | EPAC1 antag | PLK1 PBD block | EPAC1 ag | PI5P4Ka inh
C[C@H]1CN([C@@H](C)CO)C(=O)c2c(c3ccccc3n2C)-c2ccccc2CO[C@H]1CN(C)C(=O)[C@@H]1CCCN1C | -3.5 | 1% | -2.2 | -8% | 3% | -10% | 15% | -3
CC(=O)N1c2ccc(S(=O)(=O)NCCC(=O)NCc3ccc(F)cc3)cc2CC1C (stereo not drawn) | -2.3 | 12% | 0.6 | 1% | 11% | 30µM* | 12% | -10
CC(C)CCn1c(CN2CCN(c3cccc(Cl)c3)CC2)nc2c1c(=O)n(C)c(=O)n2C | -2.0 | 8% | 0.3 | -4% | 13% | -1% | -9% | 6
O=C(NCc1ccccc1)c1cccc(NC(=O)C2CCC2)c1 | 0.2 | -2% | -3.0 | 12% | -11% | -8% | -5% | -6
O=C(NCc1cccnc1)c1noc2c1CCCC2 | -2.5 | 9% | 0.3 | 4% | 8% | 2% | -6% | x
c1ccc(-c2cncn2-c2ccccc2)cc1 | 0.3 | -6% | 0.5 | -3% | 13% | 1% | -1% | 0
O=C(O)[C@@H]1CCCN1C(=O)COc1ccc2c3c(c(=O)oc2c1)CCC3 | 0.4 | 7% | -7.0 | 5% | -2% | -6% | -16% | 7
Cc1ccc(/C=C/C(=O)Nc2cccc(S(=O)(=O)N3CCOCC3)c2)o1 | -0.3 | -4% | 2.3 | 12% | 26% | -15% | 2% | u
CCC(CC)COC(=O)C(C#N)c1nc2ccccc2nc1N1CCOCC1 (stereo not drawn) | -1.6 | -14% | 0.3 | 14% | -18% | 0% | 15% | 8
Cc1nn(C)c(C(=O)Sc2cccc(Cl)c2)c1[N+](=O)[O-] | -0.7 | u | 0.5 | 1% | 2% | 4.2µM* | -3% | 3
O=Cc1ccc(Sc2ncccn2)o1 | -2.3 | -24% | -1.9 | -4% | -11% | -23% | 1% | -26
COc1ccccc1-c1nnc(SC/C(O)=C(\C#N)c2nc3ccccc3[nH]2)n1C1CCCCC1 | -1.8 | -23% | -0.8 | 10% | -10% | u | 8% | u
NS(=O)(=O)c1cccc(NC(=O)COC(=O)CCC2CCCC2)c1 | -0.5 | -25% | -0.7 | 8% | -9% | -1% | 1% | -2
O=C1c2ccccc2C(=O)N1Cc1cc(-c2ccccc2Cl)no1 | 0.7 | -13% | -0.6 | 22% | -8% | -8% | 21% | x
COC(=O)C1CN(C(=O)COc2ccccc2)c2ccccc2O1 (stereo not drawn) | -0.5 | 11% | 1.1 | 4% | 10% | -1% | -6% | 0
Cc1ccc2ccc(C#N)cc2c1O | -0.3 | -7% | 0.1 | 4% | 7% | -15% | 3% | -5
COc1ccc(OC)c(-c2csc(N(CC3CCCO3)C(=O)C3CCCCC3)n2)c1 (stereo not drawn) | -1.1 | -1% | 1.1 | -6% | 2% | 17µM* | -2% | -25
COc1ccc(N2CCN(C(=O)CSc3nnc4c(C)cc5ccccc5n34)CC2)cc1 | 2.2 | -11% | -2.2 | -9% | -6% | 3% | -4% | -1
C=CCC1c2cccc(C(=O)OC)c2C(=O)N1c1ccccc1 (stereo not drawn) | -2.8 | 11% | -3.6 | 2% | 1% | -10% | -6% | 0
CCOc1ccc(N2C(=O)CCC2=O)cc1 | -2.2 | -5% | -1.0 | 5% | 12% | 0% | -1% | x
CCN(CC)S(=O)(=O)c1ccc(C(=O)NCC(c2ccc(OC)cc2)N2CCOCC2)cc1 (stereo not drawn) | -0.4 | -4% | -1.3 | 1% | -8% | -9% | -8% | 3
N#CCC(=O)Nc1ccc(C(=O)NCCC(c2ccccc2)c2ccccc2)cc1 | -0.3 | -8% | 1.7 | 10% | 2% | 0% | 8% | u
O=C1O[C@H](CO)[C@@H](O)[C@H](O)[C@H]1O | -0.6 | 2% | -0.9 | 16% | -25% | -13% | -19% | -1
CCN(CC)S(=O)(=O)c1cc(C(=O)OCC(=O)c2ccc3c(c2)NC(=O)CO3)ccc1F | -3.1 | -5% | -0.8 | 5% | -17% | -1% | 5% | -10
Cc1ccc(OCC(=O)N/N=C\c2ccc(C)o2)c(C)c1 | -0.6 | -21% | -1.8 | 0% | -12% | -11% | -9% | 1
COc1ccccc1C(=O)NCCC(=O)NCC1CCCO1 (stereo not drawn) | -0.1 | 2% | 0.4 | 1% | -13% | -5% | -3% | 5
O=[N+]([O-])c1cccc(-n2nnnc2CN2CCCC2)c1 | 1.0 | 2% | -0.8 | -6% | 11% | 4% | -7% | 0
CC12CCC(C(=O)NCCc3ccccc3)(OC1=O)C2(C)C (stereo not drawn) | 0.5 | 2% | 1.3 | 6% | 6% | 3% | 0% | -3
C/C(=N/N1CCN(Cc2ccccc2)CC1)c1ccc(Br)cc1 | 0.1 | -6% | -0.6 | 20% | 3% | -1% | 8% | 15
COc1ccc2c(c1)CCc1sc(NC(=O)c3ccco3)nc1-2 | -4.0 | -5% | 0.4 | 19% | u | u | 1% | -20

Marked active in PLK1 PBD block (from the list above):
SMILES | IL2 activator | WRN inhibitor | CCT modulator | EPAC2 agonist | EPAC1 antag | PLK1 PBD block | EPAC1 ag | PI5P4Ka inh
CC(=O)N1c2ccc(S(=O)(=O)NCCC(=O)NCc3ccc(F)cc3)cc2CC1C (stereo not drawn) | -2.3 | 12% | 0.6 | 1% | 11% | 30µM* | 12% | -10
Cc1nn(C)c(C(=O)Sc2cccc(Cl)c2)c1[N+](=O)[O-] | -0.7 | u | 0.5 | 1% | 2% | 4.2µM* | -3% | 3
COc1ccc(OC)c(-c2csc(N(CC3CCCO3)C(=O)C3CCCCC3)n2)c1 (stereo not drawn) | -1.1 | -1% | 1.1 | -6% | 2% | 17µM* | -2% | -25

(cont.)
SMILES | IL2 activator | WRN inhibitor | CCT modulator | EPAC2 agonist | EPAC1 antag | PLK1 PBD block | EPAC1 ag | PI5P4Ka inh
CC(C)CN(C(=O)C1CCCO1)C1CCS(=O)(=O)C1 (stereo not drawn) | 2.0 | 1% | -3.5 | 18% | -16% | -9% | 6% | 2
CCOc1ccc(OCCOc2ccc(/C=C/C(=O)O)cc2OCC)cc1 | -0.6 | -7% | -3.3 | 2% | 2% | -6% | -6% | 4
COc1ccccc1OC(C)C(=O)N1CCN(Cc2ccc3c(c2)OCO3)CC1 (stereo not drawn) | 0.0 | 9% | -2.6 | 4% | -18% | 5% | 4% | -9
CCCN1C(=O)c2ccccc2NC1c1ccc(Cl)cc1 (stereo not drawn) | -2.1 | -7%[57.1 µM] | -0.6 | 8% | -26% | 2% | 3% | -2
Cc1cn2c(nc1=O)OC1C(O)C(COC(=O)c3ccccc3)OC12 (stereo not drawn) | 3.3 | 1% | -0.4 | 2% | 14% | 0% | -2% | x
COCCNC(=O)Cn1cc(C(=S)N2CCOCC2)c2ccccc21 | -2.8 | -3%[57.1 µM] | 0.0 | -1% | 4% | 30µM* | 5% | -5
Cc1ccc(NC(=S)NC(=O)CC2CC(C)(C)OC2=O)cc1 (stereo not drawn) | 0.2 | 4% | 0.5 | -4% | 0% | u | -10% | -4
O=C(Nc1ccccc1Cl)C1CCCN1C(=O)OCc1ccccc1 (stereo not drawn) | 1.0 | 7% | 1.3 | 3% | 0% | 5% | -4% | 18
CCCC(c1nnnn1C1CCCC1)N1CCN(C(=O)c2ccco2)CC1 (stereo not drawn) | -0.1 | 2% | -7.7 | 12% | 8% | -6% | -1% | -7
Cc1ccnc(NC(=O)c2ccc(NS(=O)(=O)/C=C/c3ccccc3)cc2)c1 | -2.4 | -1% | -0.5 | 9% | 3% | -3% | 2% | -10
CN(C)S(=O)(=O)c1ccc(C(=O)N2CCN(C(=O)C3CCCO3)CC2)cc1 (stereo not drawn) | 0.1 | 3% | -2.8 | 11% | 7% | 0% | -17% | -1
O=C(CCc1nc2ccccc2[nH]c1=O)OCc1ccc(S(=O)(=O)N2CCOCC2)cc1 | -2.7 | -6% | 0.4 | 10% | -7% | -19% | 8% | x
CCN(CC(=O)Nc1ccc(NC(C)=O)cc1)C(=O)C1(c2ccc(Cl)cc2)CCC1 | 0.6 | -2% | -2.0 | 4% | 2% | -1% | 1% | 3
COc1ccc(CN(C(=O)c2ccccc2OC)C2CCS(=O)(=O)C2)cc1 (stereo not drawn) | -4.3 | 0% | -1.6 | 6% | 3% | -2% | -7% | -2
COc1cccc(/C=C/C(=O)OCC(=O)Nc2ccccc2Sc2ccccc2)c1 | -2.8 | -5% | -8.6 | 10% | -2% | -15% | 3% | 14
Cc1cccc(Nc2nnc(SCC(=O)Nc3ccccc3[N+](=O)[O-])s2)c1 | -4.3 | -12% | -2.4 | 16% | -19% | -13% | 11% | 0
Cc1oc(C(C)(C)C)cc1C(=O)Nc1cccc(C(=O)O)c1 | 2.6 | -4% | -0.7 | -4% | 8% | -10% | 4% | x
COc1ccc(N=Nc2c(N)n[nH]c2N)cc1 | 0.3 | 7% | -8.9 | 11% | -2% | -6% | 8% | 6
NS(=O)(=O)c1ccc(CNS(=O)(=O)c2cc(C(=O)O)ccc2Cl)cc1 | 0.0 | -19%[57.1 µM] | 0.1 | 14% | 5% | -19% | 13% | -11
O=C(CN1CCC(NC(=O)c2ccccc2)CC1)NCc1ccccc1F | -1.5 | -4% | -1.7 | 10% | -3% | -2% | 6% | 1
CN(C)c1ccc(CN(C(=O)/C=C/c2ccco2)C2CCS(=O)(=O)C2)cc1 (stereo not drawn) | -0.7 | -28% | -2.3 | 10% | 16% | -11% | 1% | -3
COc1ccc(CNC(=O)CCc2nc3cc(S(=O)(=O)N(C)C)ccc3n2C)cc1OC | 0.5 | -1% | 2.2 | 0% | -13% | 2% | 0% | 1
CCOc1cnc(-c2ccc(Cl)cc2)o1 | 1.7 | -5% | 2.5 | 3% | 8% | -1% | 2% | -3
CCNc1nc(SC)nc(N(C#N)CC(=O)OC)n1 | -0.4 | -7% | -0.8 | -1% | -8% | -6% | 0% | x
CC(C)C(=O)Nc1nnc(Cc2c[nH]c3ccccc23)s1 | 0.6 | 13% | -2.6 | 8% | 2% | -9% | 3% | -3
Cc1ccc2cc(COC(=O)C3CCCO3)c(=O)[nH]c2c1 (stereo not drawn) | -0.7 | -1% | -3.0 | -2% | 4% | 1% | 3% | -8
COc1cccc(CNC(=O)C23CN(Cc4ccccc4)CC2C(c2ccc([N+](=O)[O-])cc2)=NO3)c1 (stereo not drawn) | -2.2 | -6% | 0.0 | 6% | -13% | -8% | 5% | 5

Reprinted from above for reference:
SMILES | IL2 activator | WRN inhibitor | CCT modulator | EPAC2 agonist | EPAC1 antag | PLK1 PBD block | EPAC1 ag | PI5P4Ka inh
COc1ccc(CNC(=O)CCc2nc3cc(S(=O)(=O)N(C)C)ccc3n2C)cc1OC | 0.5 | -1% | 2.2 | 0% | -13% | 2% | 0% | 1
CCOc1cnc(-c2ccc(Cl)cc2)o1 | 1.7 | -5% | 2.5 | 3% | 8% | -1% | 2% | -3

Some of the compounds tested (hit frequency here may not be typical).
